Compound activity: PubChem BioAssay, several laboratories
CF NFkB block – cystic fibrosis NF-kB activation inhibition. 360,000 tested, 0.86% active. inhibition, % at 5 µM. KKLEB NF-kB-GFP reporter, PAF-induced, GFP fluorescence overnight;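 active = at least 50% inhibition at 5 µM, scaled per plate between neutral and stimulator controls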;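 note: PAF is a Pseudomonas aeruginosa culture filtrate used as stimulus; plate controls were PAF-stimulated DMSO wells for no effect and unstimulated DMSO wells for full effect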
TWEAK Fn14 block – blocks TWEAK-Fn14 interaction in a reporter cell assay; TWEAK-stimulated Fn14 reporter cells, luciferase luminescence, 8 h; inhibition, % at 10 µM; 360,000 tested, 2% active; AID 1159606; in the data active = inhibition above about 50%
Peg3 promoter – inhibitors of Peg3 promoter. HeLa PEG-Prom luciferase reporter, luminescence, overnight. inhibition, % at 20 µM. 360,000 tested, 1.7% active;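 active = inhibition of at least 50% at 20 µM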
MITF TRPM1 inh – inhibitors of MITF-driven TRPM1 promoter in melanoma cells; inhibition, % at 12.5 µM; SK-MEL-5 TRPM1 promoter luciferase, 24 h; 330,000 tested, 0.83% active; AID 488899;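 active = mean inhibition across replicates of 60% or more, whatever share of single replicates reaches that level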; note: values of inactives mirror those of a sister screen read the other way
NR2E3 ag-1 – agonists of human NR2E3 nuclear receptor; CHO-S Gal4-NCOR/VP16-NR2E3 two-hybrid, luciferase; AID 602229; inhibition of corepressor binding, % at 3.98 µM; 360,000 tested, 0.35% active; Q9Y5X4;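 active = inhibition above the mean of all tested compounds plus 3 SD, cut at about 70% in these data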;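 note: 0% = DMSO with NR2E3 transfected cells and 100% = cells lacking NR2E3 construct; higher means lower luciferase signal from less NR2E3 corepressor binding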
Target sequence (Q9Y5X4 whole entry, looked up, the tested form may be a part): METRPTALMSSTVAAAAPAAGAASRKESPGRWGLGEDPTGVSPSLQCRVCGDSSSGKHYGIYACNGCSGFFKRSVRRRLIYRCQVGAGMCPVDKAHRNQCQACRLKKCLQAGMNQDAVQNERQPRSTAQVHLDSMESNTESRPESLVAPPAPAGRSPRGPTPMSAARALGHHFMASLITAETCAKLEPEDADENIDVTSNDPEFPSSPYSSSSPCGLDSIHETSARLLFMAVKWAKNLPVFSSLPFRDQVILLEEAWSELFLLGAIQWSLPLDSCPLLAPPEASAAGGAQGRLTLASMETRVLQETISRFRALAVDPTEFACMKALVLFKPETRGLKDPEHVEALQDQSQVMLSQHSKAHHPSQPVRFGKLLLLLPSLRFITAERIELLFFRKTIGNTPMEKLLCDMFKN
KKLEB tox – reduces viability of KKLEB cystic fibrosis airway cells. KKLEB CF airway cells viability, ATPlite luminescence, overnight; hits give low values; cells stimulated with P. aeruginosa culture filtrate. activity change (cytotoxicity), % at 5 µM. 360,000 tested, 0.36% active;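 active = corrected activity change at or below -50% at 5 µM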
NR2E3 ag-2 – NR2E3 (human) agonism; Q9Y5X4; GST-NR2E3/biotin-RetCOR TR-FRET, 1536-well; inhibition of corepressor binding, % at 4.78 µM; 320,000 tested, 0.12% active; AID 2300;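 active = percent inhibition above the cutoff of mean plus 3 SD of all tested compounds, set per screening campaign, cut at about 20% in these data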;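 note: 0% = DMSO wells and 100% = biotin wells as full block of FRET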
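System: GST-tagged NR2E3 plus biotinylated RetCOR corepressor; Amount: 1.35 nM GST-tagged NR2E3 final; Dosing: single nominal compound dose of 4.8 µM; Schedule: 5 h incubation at 4 °C; Technique: TR-FRET with europium anti-GST and streptavidin-D2, 340 nm excitation; Controls: biotin wells as high control, 0.6% DMSO wells as low control.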
C8 TRAIL sens – sensitizes caspase-8 expressing cells to TRAIL; 360,000 tested, 1% active; inhibition (viability loss, TRAIL sensitization), % at 10 µM; AID 624354; NB7+C8 cells + TRAIL, ATPlite viability luminescence;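 active = compounds causing at least 50% loss of cell viability in the single-dose screen, relative to plate controls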
TROY signal inh – blocks TROY-dependent signaling in reporter cells; inhibition, % at 10 µM; AID 1347056; Q293 LMP1-TROYcd NF-kB luciferase reporter, 4 h; 360,000 tested, 0.98% active;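 active = compounds whose plate-normalised and pattern-corrected inhibition of the luciferase reporter signal at the single screening dose is 50% or more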
HIF-2a inh – blocks HIF-2a reporter activity | 786-0 RCC cells HIF-2a reporter, luciferase luminescence, overnight | inhibition, % at 18.8 µM | 360,000 tested, 0.72% active | AID 624352;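 active = inhibition of the luminescence signal of 40% or more relative to plate controls, in a single-dose primary screen at 18.75 µM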
Shn3 3UTR inh – reduces Shn3 3'UTR luciferase signal in osteoblasts. Clone20 osteoblast Shn3 3'UTR firefly luciferase, 24 h. inhibition, % at 12.5 µM. 360,000 tested, 0.52% active. AID 588674;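 active = mean inhibition of at least 75% with every replicate also reaching 75%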;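 note: 0% = median of neutral control wells and 100% = pilot-screen positive control compound; some compounds past the cut are filed as inactive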
* hit, by the source's call; · = not tested or not shown. The list is partial, so the mix of outcomes need not match the whole.

SMILES | CF NFkB block | TWEAK Fn14 block | Peg3 promoter | MITF TRPM1 inh | NR2E3 ag-1 | KKLEB tox | NR2E3 ag-2 | C8 TRAIL sens | TROY signal inh | HIF-2a inh | Shn3 3UTR inh
CCOC(=O)N1CCC(NC(=O)C2CCCN(S(=O)(=O)c3ccc4c(c3)oc(=O)n4C)C2)CC1 (stereo not drawn) | 4.0 | -4.2 | 13.4 | 5.4 | -11.1 | 2.2 | -0.3 | 2.2 | 7.4 | -11.2 | -2.7
CCCC(=O)NCCc1ccc(S(N)(=O)=O)cc1 | -4.0 | 11.2 | 4.7 | 2.7 | -27.1 | 0.8 | -0.9 | -8.9 | -17.3 | 15.3 | -3.2
Nc1ccc2c(c1)nc(Cc1ccccc1)n2CCO | 19.7 | 11.3 | -1.9 | -6.6 | -2.3 | -5.0 | 2.4 | -4.5 | -8.2 | 11.4 | 1.5
CN(c1ccccc1)c1nccc(=O)[nH]1 | 12.3 | 1.9 | 4.3 | -1.2 | -9.6 | 12.2 | 0.8 | -1.2 | 5.5 | 14.2 | 4.3
CC(C)(C)OC(=O)N1CCC(Cc2cc(-c3ccc(Cl)cc3)no2)(C(=O)O)CC1 | -9.2 | 2.2 | 9.0 | -5.7 | -14.3 | 8.8 | -1.1 | 10.1 | -8.2 | 17.2 | -11.9
CC1=NN(C(=O)c2ccccc2-n2cccc2)C(O)(C(F)(F)F)C1 (stereo not drawn) | -5.2 | 12.0 | 13.4 | -5.6 | 19.4 | -4.5 | 1.4 | -5.1 | 7.4 | 19.3 | -14.8
Cc1ccc(NC(=O)CCC(=O)NNS(=O)(=O)c2ccccc2)c(C)c1 | 6.4 | 14.7 | 18.9 | 11.5 | -20.2 | 0.9 | -1.2 | -3.9 | -8.2 | 15.9 | 6.7
CC1CCCCN1C(=O)C1CCN(S(=O)(=O)c2ccc(-n3cnnn3)cc2)CC1 (stereo not drawn) | -2.2 | -2.5 | 12.2 | 0.7 | 9.5 | 3.9 | -1.7 | -4.1 | -1.9 | 7.5 | 14.2
C/C(=N\NC(=O)c1cc(-c2cccnc2)nc2ccccc12)c1ccccc1O | -31.8 | -6.5 | 1.3 | 10.2 | -41.4 | -10.0 | -2.3 | 45.5 | -4.9 | -14.1 | 77.0
COc1ccc(CNCc2ccccc2C(F)(F)F)cc1 | 11.9 | 6.5 | 10.0 | -3.6 | -0.6 | -3.6 | 2.5 | -4.0 | -8.7 | -0.9 | 1.3
O=C(CN(C(=O)c1cc2c(s1)CCC2)C1CCCC1)NCc1cccs1 | -9.6 | -0.3 | 11.0 | 6.3 | 7.9 | 17.1 | -0.3 | 12.6 | 6.3 | -3.5 | 12.6
C#CCOCCOCCOCCNc1nc(N2CCN(C(=O)[C@H](CCC(=O)O)n3cc(C(N)CO)nn3)CC2)nc(N2CCN(C(=O)[C@H](CCC(=O)O)n3cc(C(N)[C@H](C)CC)nn3)CC2)n1 (stereo partly drawn) | 9.5 | -3.2 | -3.6 | 10.4 | -1.9 | 3.1 | 3.8 | -14.7 | 7.1 | 7.5 | -5.3
CCOCN(C(=O)Cn1c(COC)nc2ccccc21)c1c(C)cccc1CC | -9.3 | -4.5 | 15.2 | -4.0 | 2.0 | 3.6 | 3.9 | -1.0 | 8.4 | -2.5 | 17.9
COc1ccc2c(c1)[C@H]1[C@H](CO2)[C@H](c2ccccc2)[C@]2(C)C(=O)N(CC3CCCO3)CC(=O)N12 (stereo partly drawn) | -29.9 | -2.3 | 4.1 | -2.6 | -3.3 | -11.1 | 3.4 | -13.9 | 12.4 | -1.4 | 5.6
O=C(NCc1ccco1)c1ccc(N2CCOCC2)c([N+](=O)[O-])c1 | 7.3 | -11.9 | -2.2 | -3.5 | -17.2 | -14.8 | 3.2 | 3.5 | 1.9 | 3.8 | 15.0
CC1=C/C(=N\OC(=O)/C=C/c2ccccc2)C(C)=CC1=O | -0.9 | 21.0 | 13.7 | 6.7 | 1.2 | 12.5 | -1.9 | -11.7 | -13.1 | -0.6 | 30.7
Cc1cc(NS(=O)(=O)c2ccc(OCCNS(C)(=O)=O)cc2)no1 | 1.7 | 2.0 | 3.9 | 0.3 | 9.4 | 4.6 | 0.8 | -15.6 | -5.2 | 3.1 | 10.4
COC(=O)c1ccc(COc2cccc3c2CCN(Cc2ccccc2)C3=O)o1 | 17.4 | 35.0 | 14.7 | 6.5 | -8.6 | 0.0 | -2.5 | 12.0 | 28.1 | 9.5 | 14.5
CC(C)Cn1c(N)c(C(=O)NCc2cccs2)c2nc3ccccc3nc21 | 7.9 | 19.9 | 30.4 | 6.7 | -18.7 | -4.6 | 0.0 | 10.6 | 51.3* | 8.5 | 23.2
CCOC(=O)N1CCN(Cc2cn[nH]c2-c2cccc3ccccc23)CC1 | 11.8 | 5.9 | -2.9 | -5.6 | -4.2 | 0.5 | 1.9 | 0.7 | 12.2 | 11.2 | -35.5
O=C(NC1CCCCCC1)c1cc(S(=O)(=O)N2CCOCC2)ccc1N1CCCCC1 | -12.7 | -57.4 | -0.8 | 4.2 | 5.0 | -18.1 | 0.3 | 0.8 | -5.7 | 11.3 | -0.6
Cc1nn(CCOc2ccccc2)c(=O)n1-c1ccccc1 | 5.7 | -9.6 | -97.6 | -20.2 | -23.6 | 0.3 | 0.6 | -2.4 | -24.3 | -99.2 | 46.2
O=C(CN(c1ccc(F)cc1)S(=O)(=O)c1ccccc1)NCCSC1CCCCC1 | -1.6 | 28.4 | 15.8 | -5.6 | -2.8 | 3.0 | 2.3 | 2.4 | 10.1 | 15.5 | 28.7
CC(=O)N1CCN(C(=S)Nc2ccc(Oc3ccccc3)cc2)CC1 | 18.2 | 5.9 | -3.4 | -0.1 | -4.6 | 0.2 | 0.0 | -0.3 | -7.3 | -2.8 | -60.8
CC(C)(C)c1cc(NC(=O)COC(=O)c2ccc3c(=O)n4c(nc3c2)CCC4)n(-c2ccccc2)n1 | -10.9 | -11.8 | 8.3 | 8.7 | -10.2 | 3.0 | -1.7 | 2.7 | -3.9 | 23.1 | 1.1
CC(=O)Nc1cccc(Oc2ccc3c(c2)C(=O)NC3=O)c1 | 6.3 | -19.6 | -44.3 | -24.6 | -39.9 | -1.3 | 0.1 | 13.5 | -34.2 | -68.2 | -56.5
O=C(COC(=O)c1cc(S(=O)(=O)N2CCOCC2)ccc1Cl)Nc1ccccc1Cl | -3.0 | -8.6 | 14.6 | 7.9 | -32.3 | -10.0 | · | -0.9 | 17.1 | 4.2 | -10.8
N#CC1(C#N)C(c2ccccc2)OC23CCCCCC2C1(C#N)C(=N)O3 (stereo not drawn) | 15.5 | -2.0 | 9.3 | 16.4 | 28.5 | -5.0 | 0.8 | -17.5 | -6.0 | 14.6 | 5.4
CN(C)N=Nc1ccc2nc[nH]c2c1 | -8.6 | -9.3 | 2.5 | 5.1 | 13.3 | 6.3 | -3.4 | -7.8 | 18.2 | 2.8 | -1.2
CC1=C(C(=O)N2CCCC(N3CCN(c4cccc(C(F)(F)F)c4)CC3)C2)OCCO1 (stereo not drawn) | 1.7 | -2.1 | 9.8 | -0.3 | -26.7 | -5.9 | 1.5 | 1.7 | -8.8 | 1.3 | 3.0
CCCN(CC(=O)Nc1ccccc1OC)C(=O)c1cccc(S(=O)(=O)NCc2ccccc2)c1 | 22.7 | -3.1 | 10.9 | 8.8 | 8.4 | -4.8 | 4.0 | -7.5 | 6.0 | 16.9 | 20.3
Cc1ccc(NC(=O)NCCc2ccc(S(N)(=O)=O)cc2)cc1 | -0.6 | -8.6 | -11.3 | -4.4 | 3.9 | 10.1 | 3.7 | 5.7 | -12.6 | -17.9 | 3.0
N/C(=N\OC(=O)CSc1ccccc1)c1ccccn1 | -1.1 | -25.2 | -162.5 | -65.0 | -89.6 | 21.4 | -1.0 | -9.3 | -77.8 | -211.0 | -64.2
CC(C)Cn1c(SCC(=O)N2CC(=O)Nc3ccccc32)nc2ccccc21 | 6.5 | 5.4 | 16.4 | 6.2 | 4.1 | -10.2 | 2.7 | 7.1 | -6.9 | 25.9 | 3.3
Cc1cc(C)cc(NC(=O)c2cc3c(=O)n4ccccc4nc3s2)c1 | 1.7 | -25.1 | -5.9 | -2.2 | -22.8 | 11.7 | 1.3 | 6.6 | 0.1 | -43.2 | 8.5
c1ccc2c(c1)ncn2CCN1CCCCC1 | 5.8 | 0.3 | 6.7 | 1.7 | 4.7 | -4.5 | 3.3 | 1.9 | -12.9 | 1.5 | 3.0
CCOC(=O)CC1C(=O)NCCN1C(=O)c1cccc(OC)c1 (stereo not drawn) | 7.9 | -6.3 | 17.3 | -7.2 | -9.4 | -29.0 | -2.5 | -5.9 | 8.3 | 13.8 | 3.4
COc1ccc(S(=O)(=O)N(CCc2ccccc2)CC(=O)O)cc1C | 0.1 | -14.6 | 10.3 | 1.1 | -4.5 | -7.0 | 1.0 | -7.4 | 14.4 | 16.6 | -41.8
O=C(O)CCC(=O)CCC(=O)c1ccc(Cl)cc1 | 4.7 | -13.1 | -2.2 | -9.4 | -9.8 | -1.6 | 2.1 | -5.2 | -3.9 | 5.2 | -9.2
COc1ccccc1CNC(=O)CS(=O)(=O)Cc1ccccc1 | -9.7 | 16.1 | -8.8 | 14.6 | 6.0 | 3.8 | 0.3 | -16.3 | 8.0 | 9.7 | -5.4

Fetched by compound from the entries so far (2):
SMILES | CF NFkB block | TWEAK Fn14 block | Peg3 promoter | MITF TRPM1 inh | NR2E3 ag-1 | KKLEB tox | NR2E3 ag-2 | C8 TRAIL sens | TROY signal inh | HIF-2a inh | Shn3 3UTR inh
Cc1ccc(NC(=O)NCCc2ccc(S(N)(=O)=O)cc2)cc1 | -0.6 | -8.6 | -11.3 | -4.4 | 3.9 | 10.1 | 3.7 | 5.7 | -12.6 | -17.9 | 3.0
CC1=C(C(=O)N2CCCC(N3CCN(c4cccc(C(F)(F)F)c4)CC3)C2)OCCO1 (stereo not drawn) | 1.7 | -2.1 | 9.8 | -0.3 | -26.7 | -5.9 | 1.5 | 1.7 | -8.8 | 1.3 | 3.0

New compounds follow.
SMILES | CF NFkB block | TWEAK Fn14 block | Peg3 promoter | MITF TRPM1 inh | NR2E3 ag-1 | KKLEB tox | NR2E3 ag-2 | C8 TRAIL sens | TROY signal inh | HIF-2a inh | Shn3 3UTR inh
O=C(Nc1ccccc1-c1nnn(CC(=O)N2CCOCC2)n1)c1ccccc1F | 25.4 | -0.3 | 17.2 | 14.5 | 8.1 | -10.1 | 0.4 | -7.2 | -4.0 | 7.8 | -2.8
Cc1ccc(S(=O)(=O)Nc2ccc(-c3nnc(SCc4ccccc4Cl)o3)cc2)cc1 | 4.6 | 6.8 | -16.4 | -28.1 | -20.7 | 12.2 | 0.4 | 10.4 | -12.0 | -5.3 | 1.0
CC(=O)c1c(C)[nH]c(C(=O)Nc2cccc(S(=O)(=O)N(C)C)c2)c1C | -113.2 | -30.7 | -132.7 | -10.5 | -21.5 | -4.8 | 0.9 | -1.5 | -16.4 | -218.7 | -13.0
Cn1cc(CCC(=O)N2CCCC(C(=O)c3ccc(C(C)(C)C)cc3)C2)cn1 (stereo not drawn) | 2.0 | -24.1 | 4.8 | 9.8 | -6.0 | 15.0 | -3.4 | 6.2 | -9.1 | 3.3 | -4.0
